Screens deposited in PubChem BioAssay by several laboratories.
Cardiac RTF inh: cardiac RTF calcium desensitization; P19429+P45379; 340,000 tested, 0.12% active; IANBD-labeled cardiac RTF, Ca2+ fluorescence; AID 493244; inhibition, % at 7.15 µM;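 active = inhibition above the mean inhibition of all tested compounds plus 3 SD, cut at about 17% in these data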;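 note: assay run at fixed EC70 calcium of 1.6 mM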
SR-BI HDL uptake: mouse SR-BI HDL lipid transfer inhibition | Q61009 | ldlA[mSR-BI] CHO cells, DiI-HDL uptake fluorescence, 3 h | inhibition, % at 12.5 µM | 320,000 tested, 0.96% active | AID 488896;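 active = mean replicate inhibition of at least 70% and a set share of replicates each scoring 70 or more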;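 note: 0% = median of neutral control wells and 100% = median of positive control wells; values of inactives mirror those of a sister screen read the other way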
Target sequence (Q61009 whole entry, looked up): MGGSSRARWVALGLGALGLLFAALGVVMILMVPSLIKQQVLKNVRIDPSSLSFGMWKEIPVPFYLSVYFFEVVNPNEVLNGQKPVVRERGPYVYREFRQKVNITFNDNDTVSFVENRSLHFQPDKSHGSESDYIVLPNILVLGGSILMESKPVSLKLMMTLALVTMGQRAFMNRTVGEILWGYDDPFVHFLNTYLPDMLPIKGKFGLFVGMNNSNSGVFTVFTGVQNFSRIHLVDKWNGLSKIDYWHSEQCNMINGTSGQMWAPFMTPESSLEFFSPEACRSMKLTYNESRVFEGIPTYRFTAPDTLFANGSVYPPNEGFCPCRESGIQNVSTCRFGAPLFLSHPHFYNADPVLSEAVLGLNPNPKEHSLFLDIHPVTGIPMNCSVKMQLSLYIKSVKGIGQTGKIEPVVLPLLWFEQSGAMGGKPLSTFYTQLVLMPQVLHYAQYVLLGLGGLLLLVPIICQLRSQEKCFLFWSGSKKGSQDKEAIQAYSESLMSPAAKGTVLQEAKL
PKA-R2B activ: PKA-R2B complex activation; AID 504700; PKA-R2B holoenzyme dissociation, Cy5-IP20 fluorescence polarization; R2B truncated from residue 108, S112A mutant; 0% DMSO only, 100% 113 µM cGMP; activation, % at 11.4 µM; 340,000 tested, 0.079% active;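 active = activation above a cutoff set at the mean over all compounds plus 3 SD, cut at about 18% in these data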;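 note: higher means more holoenzyme dissociation and a rise in polarization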
Target sequence (P31323 whole entry, looked up, other chains not shown, the tested form may be a part): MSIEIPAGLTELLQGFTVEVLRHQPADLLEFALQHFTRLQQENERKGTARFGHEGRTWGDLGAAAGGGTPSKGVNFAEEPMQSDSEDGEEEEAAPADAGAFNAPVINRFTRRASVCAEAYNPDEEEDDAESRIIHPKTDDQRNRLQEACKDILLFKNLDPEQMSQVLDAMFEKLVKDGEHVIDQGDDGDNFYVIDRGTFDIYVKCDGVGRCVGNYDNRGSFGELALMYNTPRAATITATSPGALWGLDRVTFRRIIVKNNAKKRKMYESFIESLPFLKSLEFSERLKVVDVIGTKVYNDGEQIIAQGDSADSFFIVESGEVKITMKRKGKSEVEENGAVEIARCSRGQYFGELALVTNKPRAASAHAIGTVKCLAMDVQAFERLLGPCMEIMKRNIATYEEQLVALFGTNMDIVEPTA
NSD2 inh: blocks human histone methyltransferase NSD2; O96028; NSD2 peptide methylation, AlphaScreen, 120 min; inhibition, % at 12.5 µM; 310,000 tested, 0.54% active; in the data active = inhibition above about 50%
Arrestin-AP2 inh: human beta-arrestin and AP2 interaction inhibition. inhibition, % at 10 µM. AID 504490. 340,000 tested, 0.31% active. FITC-arrestin peptide / GST-AP2 beads, flow cytometry; AP2 beta2 appendage carries R879A mutation;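 active = inhibition above a set limit, near 3 SD of compounds lacking own fluorescence, cut at about 54% in these data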;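 note: plate controls were DMSO wells for no effect and 5 µM unlabelled arrestin peptide for full effect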
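Measured by: flow cytometry, FL1 (488/535 nm); Material: AP2 appendage R879A on GSH beads; Evaluation: percent response; Timing: pre-incubation 12 min, peptide binding 1 h, room temperature; Also added: 50 nM FITC-arrestin peptide; Medium: PBS with 0.05% Tween 20 and 0.1% BSA.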
Keap1 Nrf2 FP: disrupts human Keap1 binding to Nrf2 peptide. Q14145. Keap1 Kelch-Nrf2 peptide fluorescence polarization, 1536-well. inhibition, % at 9.4 µM. 340,000 tested, 0.15% active; in the data active = inhibition above about 12%;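 note: human Keap1 Kelch domain with fluorescein labeled Nrf2 9mer peptide probe; 0% = neutral control wells and 100% = peptide positive control; higher means more block of Keap1 binding to Nrf2 peptide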
PvdQ acylase: P. aeruginosa PvdQ acylase inhibition. purified PvdQ acylase, fluorescence plate reader. inhibition, % at 10 µM. 340,000 tested, 0.063% active. AID 488965; in the data active = inhibition above about 30%, passing the limit was not always enough;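 note: 0% = vehicle neutral wells and 100% = reference inhibitor wells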
SR-BI DiI-HDL act: SR-BI HDL lipid transfer activation | CHO ldlA[mSR-BI] cells, DiI-HDL uptake fluorescence, 3 h; 100 = double the neutral-control signal | activation, % at 12.5 µM | 320,000 tested, 0.096% active;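 active = mean replicate activation of at least 60% and every replicate at or above 60%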;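 note: 0% = median plate neutral-control signal and 100% = twice that signal; values of inactives mirror those of a sister screen read the other way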
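Test system: SR-BI-overexpressing, LDLR-lacking CHO cells; Also added: labelled HDL, 10 µg/mL; Measured by: bottom-read cell fluorescence after medium removal, ex 550/em 595 nm; Timing: 3 h uptake period with compound, 37 °C; Buffer or medium: F12, 0.5% BSA, 25 mM HEPES; Doses: single compound concentration, delivered by pin transfer.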
C-LANA FP: KSHV C-LANA DNA binding inhibition | AID 504423 | MBP-C-LANA/FAM-LBS DNA binding, fluorescence polarization | inhibition, % at 9 µM | 340,000 tested, 0.078% active;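 active = highest replicate inhibition at or above 60% at 9 µM, even if other replicates fall short; inactive = all replicates below 60% inhibition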;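 note: 0% = neutral control wells and 100% = 4 µM acridine orange control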
DAGLB inh: diacylglycerol lipase beta (human) inhibition. inhibition, % at 5.17 µM. Q8NCG7. HEK293T DAGLB membrane lysate, EnzChek fluorogenic substrate. 340,000 tested, 0.059% active; in the data active = inhibition above about 34%;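 note: 0% = enzyme with vehicle and 100% = wells lacking enzyme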
* = called active by the depositor; / = not tested or not shown.

The first 2 records, to show the layout:
SMILES	Cardiac RTF inh	SR-BI HDL uptake	PKA-R2B activ	NSD2 inh	Arrestin-AP2 inh	Keap1 Nrf2 FP	PvdQ acylase	SR-BI DiI-HDL act	C-LANA FP	DAGLB inh
COc1ccc(NC(=S)N2CCN(c3ncccn3)CC2)c(OC)c1	-3	-8	0	-1	38	-3	7	8	2.9	-2
CN(Cc1ccc(F)cc1)S(=O)(=O)c1nnc(NC(=O)c2ccccc2)s1	-1	-7	-5	6	6	-3	1	7	0.1	8

This part in full, from the first entry:
SMILES	Cardiac RTF inh	SR-BI HDL uptake	PKA-R2B activ	NSD2 inh	Arrestin-AP2 inh	Keap1 Nrf2 FP	PvdQ acylase	SR-BI DiI-HDL act	C-LANA FP	DAGLB inh
COc1ccc(NC(=S)N2CCN(c3ncccn3)CC2)c(OC)c1	-3	-8	0	-1	38	-3	7	8	2.9	-2
CN(Cc1ccc(F)cc1)S(=O)(=O)c1nnc(NC(=O)c2ccccc2)s1	-1	-7	-5	6	6	-3	1	7	0.1	8
O=C(COC(=O)/C=C/c1ccc(F)cc1)NC1CC1	2	2	-5	-1	-1	0	11	-2	0.1	-3
COc1ccc(C(=O)Nc2scc(-c3ccc(Cl)cc3Cl)c2C(N)=O)cc1	-7	51	-13	-5	8	-2	-23	-51	-0.8	-1
O=C(O)CCc1ccc(S(=O)(=O)Nc2ccc(OCc3ccccc3)cc2)cc1	-3	-4	7	11	-1	-4	-11	4	2.0	2
CC(=O)c1ccc2noc(-c3ccc(F)cc3)c2c1	-20	22	-4	-1	0	1	-10	-22	11	-6
O=C(COC(=O)c1c2c(nc3ccccc13)CCCC2)Nc1ccc2c(c1)OCO2	-5	43	-8	-1	7	-1	-8	-43	2.1	-5
CN1C(=O)Cc2cc(S(=O)(=O)N3CCN(c4ccc(Cl)cc4)CC3)ccc21	-9	-1	-1	0	18	-2	1	1	-1.8	3
CCOC(=O)Cc1csc(N/N=C/c2ccc(Cl)cc2)n1	-8	-15	12	-1	-6	-1	-1	15	-0.2	-9
Cc1ccccc1OCc1nnc(SCC(=O)Nc2ccc3nc(SCC(=O)NC(C)(C)C)sc3c2)n1C	-9	61	-5	5	6	-2	-11	-61	-0.1	1
COc1cc(NC(=O)c2cc(-c3ccco3)on2)cc(OC)c1OC	-10	37	-3	4	29	5	2	-37	-1.4	-1
COc1ccc(S(=O)(=O)N2CCC(C(=O)N[C@@H](C)C(=O)NCc3ccncc3)CC2)cc1	-10	9	-1	-3	4	-1	5	-9	-1.2	2
Cc1nc(C(=O)Nc2ccc(Cl)cc2)sc1C1(C)CC(c2ccccc2)=NO1 (stereo not drawn)	4	57	-10	/	-11	-4	3	-57	-0.5	-8
COc1ccc(S(=O)(=O)Nc2c(C)nc3nc(C)[nH]n3c2=O)cc1	2	/	-9	-2	16	-3	15	/	0.1	0
Cc1ccc(S(=O)(=O)Nc2ccc(C(=O)N3CCOCC3)cc2)cc1	-3	/	-4	6	3	4	-5	/	0.6	0
COc1ccc(C)cc1NC(=O)CNC(=O)[C@@H]1Cc2ccccc2CN1	-4	4	9	1	26	0	9	-4	0.1	-4
Cc1ccc2nc(-c3ccccc3)c(CN3CCOCC3)n2c1	0	-25	-3	-5	-3	0	3	25	0.3	-3
COc1ccc(S(=O)(=O)N(C)c2ccc(C(=O)NCc3ccco3)cc2)cc1OC	-2	5	-5	1	14	0	-5	-5	-1.7	0
Cc1nn2c(NCC(C)C)c3c(nc2c1-c1ccccc1)CCC3	-1	19	6	4	2	1	-9	-19	-1.2	-9
Cc1cnc(C(=O)OC(C)C(=O)Nc2ccc(Oc3ccccc3)cc2)cn1 (stereo not drawn)	-2	6	-2	3	10	-3	-14	-6	-0.3	0
COc1ccccc1NC(=S)NNC(=O)c1ccccc1	5	-3	7	-1	22	0	2	3	-1.5	2
C[C@H](NC(=O)OC(C)(C)C)c1nnc(SCC(N)=O)o1	-5	4	-4	0	10	-2	0	-4	0.1	3
COc1nnc(-c2ccccc2)s1	0	-27	7	-1	6	0	0	27	1.5	0
CCc1ccc2nc(N(CCCN(C)C)C(=O)c3ccc4c(c3)OCCO4)sc2c1	1	10	1	14	6	-2	-7	-10	-1.0	0
COCCN(C(=O)Cc1cccs1)C(C(=O)NCc1ccc(OC)cc1)c1ccc(OC)cc1 (stereo not drawn)	2	-8	2	-1	0	-2	-11	8	0.8	-1
CC(OC(=O)CC1CCCCC1)C(=O)Nc1ccc(S(N)(=O)=O)cc1 (stereo not drawn)	-17	-2	-4	-2	-11	2	-6	2	0.8	-2
COC(=O)CNC(=O)COc1ccccc1	1	-26	4	-2	9	-1	27	26	1.5	1
CCCCn1c(N)c(N(CCOC)C(=O)c2oc3ccc(Br)cc3c2C)c(=O)[nH]c1=O	-12	-4	-14	1	3	4	9	4	0.5	3
CCOC(=O)CCNC(=O)N1CCCC(C(=O)c2cc(C)c(OC)c(C)c2)C1 (stereo not drawn)	-13	1	8	0	10	-1	-18	-1	1.6	-7
CN(C(=O)CSc1n[nH]c(-c2cccs2)n1)C1CCS(=O)(=O)C1 (stereo not drawn)	-5	-16	-8	1	-15	-3	-6	16	1.6	4
COC(=O)c1ccc2c(=O)n(CCCCCC(=O)O)c(=O)[nH]c2c1	-22	-9	8	-2	-1	1	-2	9	-0.4	0
COc1ccc(NC(=O)CC2C(=O)N(c3ccccc3)C(=O)N2CCc2cccs2)cc1 (stereo not drawn)	-2	29	-2	2	1	0	-9	-29	0.9	0
O=C(CSc1nnc(Nc2ccccc2F)s1)NC1CC1	-5	-8	-6	1	15	1	-10	8	-0.1	0
CCN1C(=O)[C@H]2[C@@H](c3ccc(Cl)cc3)N3C(=O)CN(CCOC)C(=O)[C@@]3(C)[C@H]2C1=O	4	3	3	/	21	-4	9	-3	-0.1	-1
OC[C@H](O)[C@H](O)[C@@H](O)[C@@H](O)[C@@H]1SC(c2ccccc2)=NN1c1ccccc1	/	-8	/	-2	-18	1	-9	8	-0.8	/
O=C(Nc1ccc(-c2nc3ccccc3o2)c(O)c1)c1cc(-n2cnnc2)ccc1Cl	-7	38	-10	0	0	-9	-12	-38	4.4	-2
CC(C)(C)n1cnc(C(N)=O)c1N	4	-7	0	-2	14	-5	-11	7	-0.9	0
CCc1cc(=O)oc2cc(C)cc(OCC(=O)NCCc3c[nH]c4ccccc34)c12	-9	-3	0	/	15	-3	-8	3	-0.7	0
O=C(c1ccncc1)N1CCN(S(=O)(=O)c2ccc(F)cc2)CC1	-6	-12	-5	-1	39	4	1	12	0.9	-1
COc1ccc2ccc(=O)oc2c1CC(O)C(C)(C)O (stereo not drawn)	6	-13	5	/	9	-6	-2	13	-1.0	0
O=C(CSc1ncccn1)N1CCN(C(c2ccccc2)c2ccccc2)CC1	-6	-18	1	-1	-28	1	10	18	0.7	2
O=C(O)c1ccc(NCc2cccc(Br)c2)cc1	-18	-26	-6	-3	-2	-1	3	26	2.2	1
CCOC(=O)N1CCC(N2C(=O)c3ccccc3C2Nc2ccc3c(C)cc(=O)oc3c2)CC1 (stereo not drawn)	-4	-10	-11	/	21	-4	-9	10	3.8	3
Cn1nnnc1SCC(=O)NC1CCCC1	-12	-5	0	1	2	0	-9	5	-0.5	12
CN(C)CCNC(=O)C1CCN(S(=O)(=O)c2ccc3ccccc3c2)CC1	-3	-29	-11	2	-12	-3	-9	29	-2.0	0
CCOc1cc(CNC(=O)CCCn2c(=O)c3cccn3c3cccnc32)cc(OCC)c1OCC	5	65	-6	-4	-4	2	-9	-65	0.9	-3
O=C(Nc1cccc(Cl)c1)OCCOc1ccccc1	-7	/	-12	-3	11	0	-7	/	-0.6	-12
CC(=O)c1ccc(N2CCN(CC(O)COCc3ccco3)CC2)cc1 (stereo not drawn)	-31	-20	-8	0	1	-1	-11	20	0.0	0
O=C(NCCc1ccccn1)c1cccc(S(=O)(=O)N2CCCCCC2)c1	-5	15	8	-4	-15	-6	-15	-15	-1.1	-1
NC(=O)c1cc2ccccc2o/c1=N/NC(=O)c1ccccc1	-2	14	7	-1	10	3	-8	-14	-1.0	2
CC(=O)Nc1ccc(S(=O)(=O)NNC(=S)NCc2ccco2)cc1	-10	9	-7	0	12	-7	-12	-9	-0.4	4
O=C(/C=C/c1cccs1)NC1CC1	-6	-4	5	0	-1	0	-7	4	3.7	-1
CCn1ncc(C2=NOC(C(=O)Nc3cnn(C45CC6CC(CC(C6)C4)C5)c3)C2)c1C (stereo not drawn)	0	-6	-2	2	-10	-4	-4	6	1.7	3
O=C(CCCC(=O)N(CC(=O)NC1CCCCC1)c1cccc(F)c1)Nc1ccccn1	-5	-15	-2	0	24	1	-1	15	-0.5	-2
C=CCSC(=S)Nc1c(C)n(C)n(-c2ccccc2)c1=O	1	-4	-8	0	-12	-9	-13	4	0.1	0
CCN(CC)C(=O)CNC(=O)Cc1ccc(Cl)cc1	-3	-5	-2	-11	24	1	0	5	0.6	-3
CCCCn1c(SCN2C(=O)c3ccccc3C2=O)nc2cc(S(N)(=O)=O)ccc21	-5	-15	3	1	7	0	-19	15	1.5	0
O=C(NC1CC2CCCC(C1)N2C(=S)Nc1ccccc1Cl)C1CC1 (stereo not drawn)	-2	/	2	0	0	-6	-15	/	-3.3	-1
CC1CCC(NC(=O)CSc2nncs2)CC1 (stereo not drawn)	1	-1	10	-1	8	-3	1	1	-1.3	-3
CC(NC(=O)CN1CCN(Cc2ccc(Cl)cc2)C1=O)c1ccc2c(c1)OCCO2 (stereo not drawn)	-1	9	-4	/	12	-6	-10	-7	-1.9	-2
Remaining list, next part
SMILES	Cardiac RTF inh	SR-BI HDL uptake	PKA-R2B activ	NSD2 inh	Arrestin-AP2 inh	Keap1 Nrf2 FP	PvdQ acylase	SR-BI DiI-HDL act	C-LANA FP	DAGLB inh
C[C@H](NC(=O)CCCn1nnc2ccccc2c1=O)C(=O)O	4	-15	-7	2	-12	0	-14	15	0.6	-1
O=C(OCCO)c1cc(Cl)c(C(=O)OCCO)cc1Cl	-3	-2	-2	0	2	-4	-17	2	-0.8	-2
O=C(C(c1ccccc1)c1ccccc1)N1CCN(CC(O)COc2ccccc2)CC1 (stereo not drawn)	2	36	-14	0	4	-1	-5	-36	-1.1	0
CCN(c1ccccc1)S(=O)(=O)c1ccc(Cl)c(NC(=O)Nc2ccc(Cl)cc2C#N)c1	-6	-4	-3	-4	18	-1	19	4	-1.5	2
COc1ccc(-c2c(C)oc3ccc(C)cc23)cc1	0	-3	-7	2	-8	-6	-7	3	-4.8	-6
CC(C)=CCc1c(O)cc2oc3c(CC=C(C)C)c(O)c(O)c(CC=C(C)C)c3c(=O)c2c1O	-3	105*	6	/	4	2	-12	-105	-1.5	20
CCOc1ccccc1CN1CCNC(=O)C1CC(=O)NCCc1ccccn1 (stereo not drawn)	-11	-11	1	5	3	-1	-7	11	2.1	2

Compounds as they come, and some 2.1% of all compounds hit somewhere here.
